Hsp70 activator: transcriptional activators of Hsp70 | HeLa Hsp70 promoter luciferase reporter, luminescence; scaled: vehicle 0, proteasome-inhibitor control 100% | activation, % at 10 µM | hit rate 0.04% among 200,000 | AID 1203;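 active = activation above the mean across all tested compounds plus 3 SD, cutoff set per campaign, cut at about 5.5% in these data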;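 note: 100% = MG132 at 30 µM as the positive control and 0% = DMSO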
STAT1 act: increases IFN-gamma driven STAT1 reporter signal | activation (% of control), % at 5.5 µM | NIH 3T3 STAT1-luciferase reporter, luminescence; 100% = IFN-gamma alone, no compound | hit rate 2.6% among 200,000;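 active = activation above the screen-wide mean activation plus 3 SD, cut at about 130% in these data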;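 note: raw ratio to IFN-gamma control signal so 100% means no change and 0% no light; values of inactives mirror those of a sister screen read the other way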
DTT redox prof: compounds producing H2O2 with reducing agent – biochemical, NIH compound library profiling, artefact control for MLSCN library redox annotation, primary screen. hit rate 0.03% among 200,000. activation, % at 10 µM. DTT-dependent redox cycling H2O2, phenol red/HRP absorbance; 100% = 100 µM peroxide control, 0% = buffer;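 active = activation of at least 50% relative to the plate's high and low controls in the primary single-dose screen; inactive = activation below 50%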;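 note: compound incubated with DTT at 0.8 mM final as the reducing agent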
APP 5'UTR act: activates APP 5'UTR luciferase reporter; SH-SY5Y APP 5'UTR luciferase reporter, luminescence; zero percent = DMSO vehicle wells; activation, % at 2 µM; hit rate 1% among 190,000;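 active = activation above a set limit, based on mean plus 3 SD of controls, cut at about 140% in these data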; note: values of inactives mirror those of a sister screen read the other way
HMGR II inh: blocks class II HMG-CoA reductase of Enterococcus faecalis | purified E. faecalis HMGR, NADPH absorbance 340 nm kinetic | hit rate 0.41% among 190,000 | AID 1066 | inhibition, % at 10 µM;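 active = inhibition above a set limit, the median over all tested compounds plus 3 SD, cut at about 9.5% in these data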;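 note: enzyme runs in reverse so mevalonate oxidation gives rising NADPH absorbance; 0% = complete reaction with DMSO and 100% = background rate lacking mevalonate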
APP transl inh: APP translation inhibition; inhibition, % at 2 µM; hit rate 0.82% among 190,000; AID 1285; SH-SY5Y APP 5'UTR-luciferase reporter, luminescence;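 active = inhibition above a set limit, derived from the sample mean plus 3 SD, cut at about 45% in these data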; note: values of inactives mirror those of a sister screen read the other way
NF-kB neuron act: compounds increasing NF-kB expression in human neuronal cells. fold change at 12.5 µM. hit rate 1.6% among 190,000. NF-kB reporter expression; active compounds read high; in the data active = fold change above about 3.3
FLuc inhib CS: counter-screen for luciferase assay inhibitors: firefly luciferase inhibition; P08659; ATPLite firefly luciferase biochemical luminescence, 10 min; inhibition, % at 10 µM; hit rate 1.5% among 200,000; AID 1006;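 active = inhibition above about 50% when tested at 10 µM, limit read from the data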
Target sequence (P08659 whole entry, looked up): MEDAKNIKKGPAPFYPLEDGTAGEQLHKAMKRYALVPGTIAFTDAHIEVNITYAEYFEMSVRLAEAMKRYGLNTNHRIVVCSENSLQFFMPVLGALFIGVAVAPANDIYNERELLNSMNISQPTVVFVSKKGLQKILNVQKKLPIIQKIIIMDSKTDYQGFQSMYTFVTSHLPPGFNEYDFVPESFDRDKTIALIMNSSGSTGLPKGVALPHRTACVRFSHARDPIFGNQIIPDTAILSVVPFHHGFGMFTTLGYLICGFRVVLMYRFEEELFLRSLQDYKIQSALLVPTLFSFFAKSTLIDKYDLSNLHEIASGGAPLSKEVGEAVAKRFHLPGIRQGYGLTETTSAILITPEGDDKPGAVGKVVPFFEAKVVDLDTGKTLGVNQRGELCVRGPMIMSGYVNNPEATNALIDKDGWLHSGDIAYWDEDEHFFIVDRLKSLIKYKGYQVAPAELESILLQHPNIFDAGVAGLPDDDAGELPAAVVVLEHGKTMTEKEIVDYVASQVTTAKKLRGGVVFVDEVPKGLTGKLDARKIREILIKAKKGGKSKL
G6PDH CS: L. mesenteroides G6PDH inhibition counter-screen. Purified L. mesenteroides G6PDH, diaphorase/resazurin coupled fluorescence, 45 min. inhibition, % at 5 µM. hit rate 0.12% among 200,000; in the data active = inhibition above about 50%
FLuc act counter: firefly luciferase counter-screen for stimulation assays | P08659 | ATPlite luciferase biochemical, luminescence, 10 min; 0 = ATP-free wells, 1 = DMSO control | activation factor at 10 µM | 200,000 tested, under 10 active | AID 1027;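 active = luciferase activation factor, scaled between plate controls, of at least 2 with compound at 10 µM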
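test system = cell-free luciferase reagent | medium = PBS as buffer for the ATP substrate | dosing = test compounds dosed from 2 mM stocks in 100% DMSO | incubation = 10 min at ambient temperature | detection = luminescence measurement of luciferase light output | benchmarks = low control with PBS replacing ATP, high control enzyme plus ATP without compound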
* = called active by the depositor.

SMILES | Hsp70 activator | STAT1 act | DTT redox prof | APP 5'UTR act | HMGR II inh | APP transl inh | NF-kB neuron act | FLuc inhib CS | G6PDH CS | FLuc act counter
COc1ccc2occ(C(=O)c3coc4ccc(O)c(CN(C)C)c34)c2c1 | 0.1 | 91 | 0.0 | 0 | 3 | 0 | 0.86 | -4 | 6 | 1
O=CN1CCN(C(=O)Cc2ccc([N+](=O)[O-])cc2)CC1 | -0.4 | 107 | 0.1 | -7 | -3 | 7 | 1.1 | -8 | 5 | 1.1
CC(=O)Cc1nsc(Nc2ccccc2)n1 | -0.3 | 104 | 0.1 | 15 | -3 | -15 | 1.4 | -4 | 2 | 1
Cc1nnc(SCC(=O)Nc2cccc(C(F)(F)F)c2)n1Cc1ccco1 | -0.3 | 100 | 0.6 | -3 | 2 | 3 | 0.91 | -5 | 13 | 1
CCOC(=O)c1[nH]c(C)c(C(=O)N(C)C)c1C | -0.3 | 101 | 1.8 | 6 | -4 | -6 | 1.1 | -5 | 1 | 1.1
COC(=O)c1ccc(COC(=O)c2ccccn2)cc1 | 0.0 | 133* | 2.7 | -3 | -2 | 3 | 1.4 | 34 | 7 | 0.7
O=C(Nc1ccc(Cl)c(Cl)c1)Nc1nnc(CSc2ccccc2)s1 | -0.5 | 105 | 0.5 | -14 | 2 | 14 | 1.4 | -2 | 10 | 1
Cc1ccc(C)n1-c1ccc(-c2ccnc(N)n2)cc1 | -0.1 | 108 | -1.5 | -4 | -3 | 4 | 0.93 | 2 | -7 | 1
O=C(NC1CCCCC1)C(c1ccco1)N(Cc1ccco1)C(=O)c1ccco1 (stereo unspecified) | -0.3 | 103 | -0.3 | 4 | 1 | -4 | 1 | -5 | 13 | 1.1
COc1ccc(-n2c(=O)c3c4c(sc3n(CC(=O)NC3CCCC3)c2=O)CCCC4)c(OC)c1 | 0.1 | 94 | 0.2 | -1 | -5 | 1 | 1.1 | -3 | 5 | 1
COc1ccc(C(C(=O)NC2CCCCC2)N(C(=O)CCCC(=O)Nc2ccccn2)c2ccc3c(c2)OCCO3)cc1 (stereo unspecified) | 2.1 | 99 | 1.9 | 6 | -9 | -6 | 0.97 | -4 | 4 | 1
O=C(Cc1cccc2ccccc12)N/N=C/C=C/c1cccc([N+](=O)[O-])c1 | -0.3 | 100 | -0.2 | 14 | 1 | -14 | 1.1 | -9 | -32 | 1.1
Cc1cc(C)c2c(C)nn(C3CCCCC3)c2n1 | 0.1 | 105 | 2.5 | -3 | -7 | 3 | 1.1 | -6 | -14 | 1.1
Cc1cc(/C=C2\Cc3ccccc3C2=O)c(C)n1-c1ccccc1 | -0.1 | 104 | -0.3 | 105 | -8 | -105 | 1.2 | 91* | 8 | 0.1
Cc1ccc(C(C)NC(=O)c2ccco2)cc1 (stereo unspecified) | 0.2 | 102 | 2.0 | -15 | -2 | 15 | 1.1 | -1 | 8 | 1
COC(=O)c1scc(C)c1NC(=O)C(Cl)c1ccccc1 (stereo unspecified) | -0.1 | 96 | -2.7 | 10 | -7 | -10 | 0.95 | 1 | 0 | 1
COc1ccccc1/C=N/NC(=O)C(NC(=O)c1ccccc1)=C(C)C | -0.2 | 90 | 1.5 | 4 | 0 | -4 | 1.3 | -7 | -12 | 1.1
CCOC(=O)Cn1c(=O)oc2cc(S(=O)(=O)NCCCc3ccccc3)ccc21 | 0.3 | 102 | -0.1 | 10 | -3 | -10 | 0.92 | -1 | -13 | 1
C=CCNC(=S)NCC1COc2ccccc2O1 (stereo unspecified) | -0.4 | 102 | 0.1 | -8 | -5 | 8 | 1.1 | -4 | -2 | 1
O=c1cc(NCc2ccco2)c2ccccc2o1 | -0.1 | 92 | 1.0 | 21 | 1 | -21 | 1.1 | -2 | 13 | 1

Overlap with the part before: 7 compounds; new compounds follow.
SMILES | Hsp70 activator | STAT1 act | DTT redox prof | APP 5'UTR act | HMGR II inh | APP transl inh | NF-kB neuron act | FLuc inhib CS | G6PDH CS | FLuc act counter
Cc1cc(/C=C2\Cc3ccccc3C2=O)c(C)n1-c1ccccc1 | -0.1 | 104 | -0.3 | 105 | -8 | -105 | 1.2 | 91* | 8 | 0.1
Cc1ccc(C(C)NC(=O)c2ccco2)cc1 (stereo unspecified) | 0.2 | 102 | 2.0 | -15 | -2 | 15 | 1.1 | -1 | 8 | 1
COC(=O)c1scc(C)c1NC(=O)C(Cl)c1ccccc1 (stereo unspecified) | -0.1 | 96 | -2.7 | 10 | -7 | -10 | 0.95 | 1 | 0 | 1
COc1ccccc1/C=N/NC(=O)C(NC(=O)c1ccccc1)=C(C)C | -0.2 | 90 | 1.5 | 4 | 0 | -4 | 1.3 | -7 | -12 | 1.1
CCOC(=O)Cn1c(=O)oc2cc(S(=O)(=O)NCCCc3ccccc3)ccc21 | 0.3 | 102 | -0.1 | 10 | -3 | -10 | 0.92 | -1 | -13 | 1
C=CCNC(=S)NCC1COc2ccccc2O1 (stereo unspecified) | -0.4 | 102 | 0.1 | -8 | -5 | 8 | 1.1 | -4 | -2 | 1
O=c1cc(NCc2ccco2)c2ccccc2o1 | -0.1 | 92 | 1.0 | 21 | 1 | -21 | 1.1 | -2 | 13 | 1
Cc1c(C(N)=O)sc2ncn(CCOc3ccccc3)c(=O)c12 | -0.2 | 116 | 0.0 | 22 | -4 | -22 | 1.2 | -2 | 9 | 1
CCC(C)(C)n1nnnc1C(C(C)C)N(Cc1ccco1)Cc1cc2cc3c(cc2[nH]c1=O)OCO3 (stereo unspecified) | -0.4 | 92 | 2.0 | 8 | -2 | -8 | 1.1 | -7 | 4 | 1.1
CC(C)(C)C(=O)Nc1ncc(C(F)(F)F)cc1Cl | -0.1 | 101 | -3.5 | 6 | -8 | -6 | 2 | -4 | -12 | 1
COc1ccc(N2CCN(C(=O)CSc3nnc(-c4ccc5[nH]c(C)c(C)c5c4)o3)CC2)cc1 | -0.1 | 104 | -1.2 | -18 | -1 | 18 | 0.92 | -2 | 3 | 1
COc1ccccc1CCN=C(N)NS(=O)(=O)c1ccc(C)cc1 | 0.0 | 90 | -3.0 | -18 | -4 | 18 | 0.98 | -2 | 3 | 1
CCCC(=O)Nc1ccc(C(=O)N2CCCC2)cc1 | -0.2 | 102 | 1.4 | -12 | -1 | 12 | 0.99 | -4 | -1 | 1
COC(=O)c1ccc(CNC(=O)COc2ccccc2Br)o1 | -0.5 | 97 | 0.8 | -2 | -4 | 2 | 0.99 | -1 | -14 | 1
O=C1COc2ccc(C(=O)CSc3nnc(Cc4cccs4)n3-c3ccc(Cl)cc3)cc2N1 | 0.9 | 100 | -6.8 | 22 | -5 | -22 | 1.1 | -5 | -3 | 1.1
CCC(CC)c1nnc(NC(=O)C2COc3ccccc3O2)s1 (stereo unspecified) | -0.4 | 137* | -3.8 | 121 | -6 | -121 | 2 | 2 | 2 | 1
O=C(OCc1cc(=O)n2cc(Br)ccc2n1)C1COc2ccccc2O1 (stereo unspecified) | -0.1 | 104 | 3.8 | -9 | 0 | 9 | 1.3 | -10 | 9 | 1.1
Cc1cc(C)c(NC(=O)CS(=O)CC(=O)NCC2CCCO2)c(C)c1 (stereo unspecified) | 0.0 | 99 | 0.2 | 0 | 6 | 0 | 1 | 0 | 5 | 1
CCOc1cccc(C(=O)Nc2ccc(N3CCN(S(C)(=O)=O)CC3)cc2)c1 | -0.2 | 108 | 2.1 | -1 | -2 | 1 | 0.98 | 1 | -2 | 1
Cc1ccc(C)c(N(CC(=O)NN=C2CCCCCCC2)S(C)(=O)=O)c1 | -0.2 | 105 | -4.8 | 3 | -1 | -3 | 1.4 | -10 | 10 | 1.1
OC(COCc1ccco1)CN1CCN(c2ccccc2)CC1 (stereo unspecified) | -0.1 | 90 | -0.3 | 13 | -4 | -13 | 1.2 | -4 | 12 | 1
Cc1cc([N+](=O)[O-])cnc1N1CCOCC1 | -0.3 | 92 | -0.5 | 1 | 0 | -1 | 1.3 | -10 | 1 | 1.1
O=C(Cc1c(O)c2ccccc2[nH]c1=O)NCc1ccccc1F | 0.1 | 109 | -0.1 | -22 | -6 | 22 | 1.1 | 0 | 18 | 1
CCOC(=O)/C(=C\c1cn(C)c2ccccc12)[N+](=O)[O-] | -0.2 | 96 | -0.7 | -4 | -1 | 4 | 1.8 | -11 | -19 | 1.1
CCc1nnc(NC(=O)NCN2C(=O)C3C4C=CC(C4)C3C2=O)s1 (stereo unspecified) | -0.4 | 97 | 1.1 | 4 | -7 | -4 | 1.1 | -7 | -2 | 1.1
Cc1ccccc1NS(=O)(=O)c1ccc2[nH]c(=O)[nH]c2c1 | 0.7 | 97 | -0.5 | 2 | -5 | -2 | 1.1 | -4 | -7 | 1
CCOC(=O)C(=O)C1=C(N2CCOCC2)/C(=C\c2ccc(F)cc2)CC1 | -0.5 | 102 | -0.6 | -3 | -6 | 3 | 1.2 | -2 | 5 | 1
CCn1cc(C(=O)NCCCN2CC(C)CC(C)C2)c2cc(OC)c(OC)cc2c1=O (stereo unspecified) | -0.1 | 94 | -3.2 | 5 | 0 | -5 | 1.2 | -1 | -1 | 1
Cc1cc(O)c(C2=Nc3ccccc3SC(c3ccc(Cl)cc3)C2)c(=O)o1 (stereo unspecified) | -0.3 | 125 | -0.7 | 112 | -6 | -112 | 1.4 | 33 | -20 | 0.7
CCOC(=O)C1=C(C)NC(C)=C(C(=O)OCC)C1C(=O)OCC(=O)N1CCc2ccccc2C1 | -0.1 | 91 | 2.1 | -13 | 0 | 13 | 0.91 | 0 | 13 | 1
O=C1c2ccccc2-c2cccc(C(=O)N3CCCCCC3)c21 | -0.3 | 112 | -0.1 | -12 | -1 | 12 | 0.69 | -4 | -2 | 1
COc1cccc(C(=O)COc2ccc3c(C)c(Cc4ccccc4)c(=O)oc3c2)c1 | -0.5 | 100 | 0.0 | 11 | 1 | -11 | 1.2 | -1 | 6 | 1
Cc1cccc(OCCCC(=O)Nc2ccc(S(N)(=O)=O)cc2)c1C | -0.3 | 98 | 0.4 | 15 | -1 | -15 | 0.99 | -7 | 5 | 1.1
Cc1[nH]c2ccccc2c1/C=N/NC(=O)c1cccc([N+](=O)[O-])c1 | -0.2 | 106 | -1.2 | -4 | -3 | 4 | 1.1 | -3 | -5 | 1
Cc1nnc(Nc2ccc(C(=O)O)cc2)[nH]c1=O | 0.1 | 101 | 3.5 | -9 | 1 | 9 | 0.92 | -6 | 5 | 1.1
CCOc1ccc(-n2c(=O)c3sccc3n(CC(=O)Nc3cccc(OC)c3)c2=O)cc1 | 0.0 | 107 | 0.0 | -4 | -4 | 4 | 1.5 | -5 | -3 | 1.1
CN(C)CCNC(=S)Nc1ccc(Cl)cc1Cl | -0.2 | 104 | -0.3 | -10 | -4 | 10 | 0.91 | -3 | 4 | 1
